Assay outcomes (PubChem BioAssay)
TROY signal inh – blocks TROY-dependent signaling in reporter cells; Q293 LMP1-TROYcd NF-kB luciferase reporter, 4 h; inhibition, % at 10 µM; actives 0.98% (n = 360,000);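 active means compounds whose plate-normalised and pattern-corrected inhibition of the luciferase reporter signal at the single screening dose is 50% or more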
LRH-1 inv ag – inverse agonists of human LRH-1 (NR5A2); O00482; HEK293T StAR-luciferase reporter, LRH-1 transfected, 24 h; inhibition, % at 3.6 µM; actives 0.13% (n = 360,000); AID 602396;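 active means inhibition above the mean inhibition of all tested compounds plus 3 SD, cut at about 73% in these data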;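 further: 0% = DMSO wells and 100% = reporter-only cells lacking LRH-1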
KKLEB cytotox – CF airway cell cytotoxicity counter-screen | KKLEB CF airway cells viability, ATPlite luminescence, overnight; hits give low values; cells stimulated with P. aeruginosa culture filtrate | activity change (cytotoxicity), % at 5 µM | actives 0.36% (n = 360,000);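 active means corrected activity change at or below -50% at 5 µM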
CF NFkB inh – inhibitors of cystic fibrosis induced NF-kB | KKLEB NF-kB-GFP reporter, PAF-induced, GFP fluorescence overnight | inhibition, % at 5 µM | actives 0.86% (n = 360,000) | AID 588850;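 active means at least 50% inhibition at 5 µM, scaled per plate between neutral and stimulator controls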;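 further: PAF is a Pseudomonas aeruginosa culture filtrate used as stimulus; plate controls were PAF-stimulated DMSO wells for no effect and unstimulated DMSO wells for full effect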
EBV LMP1 NFkB – inhibitors of Epstein-Barr LMP1-induced NF-kappaB reporter; LMP1-induced NF-kappaB luciferase reporter cells, luminescence; inhibition, % at 12.5 µM; actives 0.69% (n = 350,000); AID 504558; in the data active means inhibition above about 41%;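 further: 0% = neutral control wells and 100% = reference inhibitor control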
NCOA3 inh – human NCOA3 inhibition; AID 588352; actives 0.17% (n = 360,000); HEK293 GAL4-SRC3 luciferase reporter, luminescence; inhibition, % at 3.6 µM;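 active means inhibition above a per-campaign cutoff, the mean of all compounds plus 3 SD, cut at about 60% in these data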;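 further: 0% = DMSO-treated cells and 100% = gossypol-treated cells at 36 µM; higher means less SRC3-driven luciferase light from the GAL4 reporter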
TWEAK-Fn14 inh – blocks TWEAK-Fn14 interaction in a reporter cell assay | TWEAK-stimulated Fn14 reporter cells, luciferase luminescence, 8 h | inhibition, % at 10 µM | actives 2% (n = 360,000); in the data active means inhibition above about 50%
TRAIL sens C8 – caspase-8 TRAIL sensitization; NB7+C8 cells + TRAIL, ATPlite viability luminescence; inhibition (viability loss, TRAIL sensitization), % at 10 µM; actives 1% (n = 360,000);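 active means compounds causing at least 50% loss of cell viability in the single-dose screen, relative to plate controls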
SRC1 inh – human NCOA1 inhibition; HEK293 GAL4-SRC1 luciferase reporter, luminescence; AID 588354; Q15788; inhibition, % at 3.6 µM; actives 0.12% (n = 360,000);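 active means inhibition above the campaign mean plus 3 SD, with each screening campaign given its own cutoff, cut at about 60% in these data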;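 further: 0% = DMSO treated cells and 100% = gossypol at 36 µM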
Target sequence (Q15788 whole entry, looked up, the tested form may be a part): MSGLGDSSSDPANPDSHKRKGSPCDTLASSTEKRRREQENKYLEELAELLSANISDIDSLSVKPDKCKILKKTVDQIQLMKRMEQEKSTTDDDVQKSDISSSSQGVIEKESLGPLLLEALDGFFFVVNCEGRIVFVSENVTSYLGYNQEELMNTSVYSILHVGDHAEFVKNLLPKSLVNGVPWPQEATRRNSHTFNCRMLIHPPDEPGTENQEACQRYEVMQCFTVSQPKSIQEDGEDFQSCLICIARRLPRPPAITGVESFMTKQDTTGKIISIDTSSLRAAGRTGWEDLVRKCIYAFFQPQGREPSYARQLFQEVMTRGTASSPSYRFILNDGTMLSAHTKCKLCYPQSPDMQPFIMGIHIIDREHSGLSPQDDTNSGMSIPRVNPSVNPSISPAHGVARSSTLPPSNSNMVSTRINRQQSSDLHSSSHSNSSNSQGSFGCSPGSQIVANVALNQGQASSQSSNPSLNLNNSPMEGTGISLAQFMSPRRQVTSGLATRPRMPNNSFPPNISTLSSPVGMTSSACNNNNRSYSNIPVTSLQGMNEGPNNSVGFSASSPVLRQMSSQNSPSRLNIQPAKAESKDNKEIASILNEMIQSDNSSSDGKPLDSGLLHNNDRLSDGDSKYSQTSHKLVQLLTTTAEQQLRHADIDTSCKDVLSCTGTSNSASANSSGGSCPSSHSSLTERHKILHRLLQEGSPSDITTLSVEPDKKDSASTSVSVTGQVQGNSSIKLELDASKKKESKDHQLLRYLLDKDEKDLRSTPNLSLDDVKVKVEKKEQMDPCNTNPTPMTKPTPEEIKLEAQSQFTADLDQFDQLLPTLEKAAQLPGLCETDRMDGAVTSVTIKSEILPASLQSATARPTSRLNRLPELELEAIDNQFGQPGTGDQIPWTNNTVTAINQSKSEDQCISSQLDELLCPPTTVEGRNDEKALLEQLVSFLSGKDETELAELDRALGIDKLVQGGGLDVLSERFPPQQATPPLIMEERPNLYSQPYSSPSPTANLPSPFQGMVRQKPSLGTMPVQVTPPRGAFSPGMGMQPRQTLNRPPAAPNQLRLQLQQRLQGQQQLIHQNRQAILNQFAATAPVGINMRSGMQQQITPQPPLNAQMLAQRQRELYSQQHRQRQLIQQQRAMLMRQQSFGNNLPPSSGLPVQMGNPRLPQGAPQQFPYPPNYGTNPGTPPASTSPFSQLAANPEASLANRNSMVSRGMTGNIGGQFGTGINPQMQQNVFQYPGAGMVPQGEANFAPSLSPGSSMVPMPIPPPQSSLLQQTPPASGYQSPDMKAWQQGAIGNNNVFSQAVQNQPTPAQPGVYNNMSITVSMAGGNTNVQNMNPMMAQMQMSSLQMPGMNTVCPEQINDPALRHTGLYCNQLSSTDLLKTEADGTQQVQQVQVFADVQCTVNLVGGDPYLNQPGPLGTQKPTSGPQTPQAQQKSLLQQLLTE
COUP-TFII inh – NR2F2 (human) inhibition, primary screen; P24468; HEK293T NGFI-A luciferase reporter, luminescence; inhibition, % at 8.6 µM; actives 0.7% (n = 370,000);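 active means inhibition above a per-plate cutoff, mean inhibition of test wells between control levels plus 3 SD, cut at about 38% in these data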;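 further: cells cotransfected with COUP-TFII expression vector driving the NGFI-A reporter; 0% = median of COUP-TF2 test wells and 100% = reporter-only cells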
SRC2 inh – inhibits human steroid receptor coactivator 2. AID 651957. HEK293 GAL4-SRC2 luciferase reporter, luminescence. Q15596. actives 0.17% (n = 370,000). inhibition, % at 9 µM;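 active means inhibition above the mean inhibition of all tested compounds plus 3 SD, set per campaign, cut at about 52% in these data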;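 further: 0% = DMSO treated cells and 100% = cells given Gossypol at 36 µM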
Active calls of the source: *; · = not tested or not shown.

SMILES | TROY signal inh | LRH-1 inv ag | KKLEB cytotox | CF NFkB inh | EBV LMP1 NFkB | NCOA3 inh | TWEAK-Fn14 inh | TRAIL sens C8 | SRC1 inh | COUP-TFII inh | SRC2 inh
CC1CCCC(C)N1C(=O)Cn1cnc2cc([N+](=O)[O-])ccc2c1=O (configuration not stated) | -6 | -6 | -9 | 11 | 3 | -3 | 12 | 0 | -5 | -2 | -19
Cc1ccn2cc(CC(=O)O)nc2c1 | -12 | 7 | 3 | -6 | 8 | 5 | 4 | -6 | 2 | -13 | 11
Cc1nc2ccccc2c(=O)n1Cc1ccc([N+](=O)[O-])cc1 | 22 | -2 | -6 | 9 | -3 | -13 | 7 | 6 | 12 | 6 | -10
CC1(C(=O)NS(=O)(=O)c2cccc(F)c2)CCN1C(=O)Cc1ccc(-c2ccccc2)cc1 (configuration not stated) | -6 | 11 | 0 | 6 | · | 3 | -4 | 7 | -14 | 10 | -6
Cn1c(-c2ccc(F)cc2)cnc1SCC(=O)N1CCCCC1 | 17 | -145 | 1 | -8 | 9 | -132 | 60* | 9 | -146 | -33 | -14
O=C(Nc1ccc(Br)cn1)c1cccc(-c2cc3ccccc3oc2=O)c1 | -73 | -165 | -1 | -9 | -16 | -83 | -72 | 1 | -88 | -41 | -62
CCN1CC(CN(C)Cc2cn(-c3cccc(C)c3)nc2-c2cccc(F)c2)CC1=O (configuration not stated) | -15 | 2 | 2 | -15 | -9 | -10 | 0 | 10 | -9 | 16 | -4
Cc1ccc(NC(=O)CSc2nnc3ccccn23)cc1S(=O)(=O)N1CCOCC1 | 9 | -13 | 2 | -6 | 6 | 23 | 33 | -5 | 19 | -15 | -6
Cn1c(SCc2ccccc2)nnc1-c1ccco1 | -31 | -18 | 15 | -27 | -20 | -14 | -22 | 20 | -51 | -39 | -37
Cc1ccc(NC(=O)c2cc([N+](=O)[O-])ccc2N2CCCC2)cc1 | -8 | -10 | -4 | -17 | -10 | 18 | 1 | 2 | 2 | 6 | -27
O=C(NCCN1C(=O)C2C3C=CC(C3)C2C1=O)NCc1ccccc1 (configuration not stated) | -5 | -19 | -5 | 18 | -4 | -23 | -8 | 2 | -12 | -4 | -5
C=CCC1NS(=O)(=O)OCC1NC(=O)OCC(Cl)(Cl)Cl (configuration not stated) | 3 | -4 | -12 | 15 | -3 | 0 | -1 | -8 | 2 | 1 | -3
COc1ccc2oc(=O)c(C(=O)C[n+]3cccc(C)c3)cc2c1 | -1 | 14 | -1 | 10 | -2 | 3 | 4 | -1 | -2 | 3 | -13
Cc1cccc(OCc2nnc(SCC(=O)N3CCCC3)o2)c1 | -2 | 8 | 2 | -5 | -8 | -21 | 13 | 28 | 4 | 5 | -12
O=C(c1ccc2ccccc2c1)c1c[nH]cc1-c1ccccc1 | -30 | -16 | 3 | 13 | -3 | -7 | 17 | 8 | 7 | -1 | -26
Cc1ccc(S(=O)(=O)N2Cc3ccccc3CC2C(=O)Nc2ccc3c(c2)OCO3)cc1 (configuration not stated) | -46 | -27 | -4 | -3 | -15 | -42 | 3 | -3 | -33 | -3 | -25
COc1cccc(C(=O)N[C@@H](C)C(=O)N2CCC3(CC2)NCCc2[nH]cnc23)c1 | -13 | -2 | 2 | 2 | 2 | -1 | 11 | -1 | -2 | 8 | -4
O=C(COc1ccc(S(=O)(=O)Nc2ccccc2)cc1)NCc1ccncc1 | -24 | 0 | -1 | -2 | -4 | 6 | -18 | 0 | 26 | 14 | 10
COCCN1C(=O)c2cc(C(=O)Nc3ccc(C)c(F)c3)ccc2C1Nc1ccc(C)c(F)c1 (configuration not stated) | -35 | -24 | -6 | 6 | -4 | -17 | -37 | 33 | -3 | -6 | -14
Cc1ccc(N)cc1CN1CCCC1=O | -2 | -8 | 13 | -3 | 8 | 6 | 7 | 6 | -20 | 3 | -5
CCOC(=O)CC(=O)CSc1nc(-c2ccc3c(c2)OCO3)cc(C(F)(F)F)c1C#N | 1 | 16 | -6 | 0 | -26 | 5 | 2 | -24 | 2 | · | ·
O=C(c1ccc(=O)[nH]c1)N(c1ccccc1)C(CCc1ccccc1)c1nc2ccccc2[nH]1 (configuration not stated) | 2 | 3 | 2 | -14 | · | 2 | 10 | 18 | -12 | -7 | 15
N/C(=N\NC(=O)Nc1ccc(Cl)cc1)c1ccccn1 | 64* | -89 | -4 | 11 | -9 | -56 | 31 | 14 | -32 | -8 | -92
C=CCN1C(=O)C(CCCC)NC1=S (configuration not stated) | 9 | 18 | -5 | 18 | 0 | 0 | -1 | -7 | -11 | 23 | -9
S=c1[nH]c2ccccc2n2c(=S)[nH]nc12 | 16 | 6 | 4 | 6 | 2 | 12 | 6 | -10 | -5 | -25 | -23

Among those listed so far, 2 contain two or more sulfur atoms.
SMILES | TROY signal inh | LRH-1 inv ag | KKLEB cytotox | CF NFkB inh | EBV LMP1 NFkB | NCOA3 inh | TWEAK-Fn14 inh | TRAIL sens C8 | SRC1 inh | COUP-TFII inh | SRC2 inh
Cc1ccc(NC(=O)CSc2nnc3ccccn23)cc1S(=O)(=O)N1CCOCC1 | 9 | -13 | 2 | -6 | 6 | 23 | 33 | -5 | 19 | -15 | -6
S=c1[nH]c2ccccc2n2c(=S)[nH]nc12 | 16 | 6 | 4 | 6 | 2 | 12 | 6 | -10 | -5 | -25 | -23

With a hit mark in TWEAK-Fn14 inh (from the list above):
molecule	LRH-1 inv ag	CF NFkB inh	EBV LMP1 NFkB	NCOA3 inh	TWEAK-Fn14 inh	SRC1 inh	COUP-TFII inh	SRC2 inh
Cn1c(-c2ccc(F)cc2)cnc1SCC(=O)N1CCCCC1	-145	-8	9	-132	60*	-146	-33	-14

Next part.
SMILES | TROY signal inh | LRH-1 inv ag | KKLEB cytotox | CF NFkB inh | EBV LMP1 NFkB | NCOA3 inh | TWEAK-Fn14 inh | TRAIL sens C8 | SRC1 inh | COUP-TFII inh | SRC2 inh
COc1ccc(Cc2noc(CN3CCN(Cc4csc(C)n4)CC3)n2)cc1OC | 6 | 1 | -1 | -2 | -6 | 15 | 4 | 5 | -5 | 4 | -6
Clc1ccc(OC2CCN(Cc3nc(CC4CC4)no3)CC2)cc1 | 23 | 22 | 2 | -11 | 1 | 25 | -7 | -5 | 3 | 10 | -13
O=C(NCCCCc1ccccc1)c1cccc([N+](=O)[O-])c1 | 4 | -4 | -3 | 10 | 2 | 12 | 8 | 1 | -14 | -5 | -7
COc1cc(CNc2ccc3[nH]c(=O)[nH]c3c2)ccc1OCc1ccccc1Cl | -17 | -9 | -7 | -6 | -5 | -16 | 53* | 23 | -33 | 2 | 12
Cc1ccc(S(=O)(=O)N2CCC(=O)N(C(COCc3cccc(C(F)(F)F)c3)C(C)C)CC2)cc1 (configuration not stated) | -3 | 20 | 6 | 1 | -2 | 12 | -18 | 23 | 8 | · | ·
COc1ccc(C2C(C(C)=O)=C(C)N=c3s/c(=C\c4ccco4)c(=O)n32)c(OC)c1 (configuration not stated) | -4 | -10 | 17 | -6 | 7 | -2 | -5 | -26 | -16 | 7 | 2
COc1ccc(C(=O)Nc2ccccc2C(=O)Nc2ccncc2)cc1 | -39 | -17 | 11 | -34 | -4 | -50 | 2 | 65* | -39 | -21 | -28
Clc1ccc(-c2nc3ccccn3c2CN2CCCCC2)cc1 | 55* | -13 | -6 | -8 | -4 | 15 | 83* | -4 | 2 | 7 | 20
COc1cc(/C=C2/C(=N)N3C(SC)=NSC3=NC2=O)ccc1OC(=O)c1ccco1 | -19 | -19 | 10 | -17 | -14 | -18 | 17 | -44 | -23 | -7 | -22
O=C(CN(Cc1ccccc1F)S(=O)(=O)c1ccc(Cl)cc1)NCC1CCCO1 (configuration not stated) | -6 | 0 | 3 | 16 | -4 | 2 | 12 | 4 | 13 | 7 | 2
O=C1CSC(c2ccccc2)N1Cc1ccccn1 (configuration not stated) | 4 | 18 | -12 | -8 | -2 | 5 | 21 | -5 | -10 | -18 | 20
CSCCC(NS(=O)(=O)c1ccccc1F)C(=O)N1CCCCCC1 (configuration not stated) | -5 | -2 | 2 | -11 | 2 | 0 | 26 | -8 | 0 | -4 | 11
CCc1nc2sc(C)c(C)c2c(=O)n1CCO | -28 | -6 | -1 | 0 | -13 | 3 | 7 | 2 | -1 | 7 | -18
Cc1cc(C)c2c(=N)c3ccccc3n(CCCCCCCCn3c4ccccc4c(=N)c4c(C)cc(C)nc43)c2n1 | -8 | 5 | 8 | -82 | 7 | -5 | -39 | 79* | 12 | -17 | -22
O=C(CNS(=O)(=O)/C=C/c1ccccc1)OC1CCOC1=O (configuration not stated) | 14 | 0 | 3 | 24 | 1 | 8 | 12 | 0 | -6 | 13 | 2
O=C(NCC1CCCCC1)C1CCC(=O)N(CCc2cccc(F)c2)C1 (configuration not stated) | 4 | -26 | 3 | 14 | -17 | 24 | 30 | -9 | -15 | -7 | -14
CNC(=O)c1ccccc1NC(=O)c1ccc(C)c(S(=O)(=O)N2CCCCC2)c1 | -7 | 5 | -4 | 1 | 0 | 21 | 24 | -4 | -5 | 5 | -14
CC(C)C(NC(=O)c1ccccc1)c1nnc(SCC(=O)NC2CCCC2)n1C (configuration not stated) | 0 | 2 | 8 | -8 | -6 | -4 | 1 | 11 | -6 | 3 | 16
Cc1cnc(NCCc2ccccc2)s1 | -16 | -16 | 1 | 0 | -9 | -54 | -34 | -5 | -22 | -60 | -78
CN(Cc1ccco1)C(=O)c1ccc(CNS(=O)(=O)c2ccc3c(c2)C(C)(C)C(=O)N3C)cc1 | -13 | 0 | -18 | -8 | -6 | 7 | -34 | -11 | -2 | 6 | -6
CCOc1cc(/C=N/NC(N)=O)cc(Br)c1OCC(=O)Nc1cccc2ccccc12 | 11 | 17 | -18 | -4 | 12 | 8 | 40 | 2 | -28 | -14 | -25
Cc1nn(Cc2ccccc2)c(C)c1/C=N/NC(=O)CNc1cccc(C(F)(F)F)c1 | 15 | 5 | -2 | -14 | 4 | 9 | 14 | 1 | -13 | 1 | 20
c1ccc(-c2nc(NCc3ccco3)c3ccccc3n2)nc1 | -32 | 34 | -7 | 0 | 63* | 16 | 5 | 8 | 9 | 31 | 11
CC1(c2ccccc2)NC(=O)N(CCN2C(=O)c3ccccc3C2=O)C1=O (configuration not stated) | 3 | 13 | 2 | -9 | -5 | -16 | -3 | 6 | -8 | -5 | -5
CCCCCCc1cc2cc(C(=O)NC)c(=N)oc2cc1O | 32 | -23 | 4 | 17 | 3 | -23 | 3 | 6 | 12 | 18 | -16
COc1ccc(S(=O)(=O)N(CC(=O)NC(C)C)Cc2ccccc2)cc1 | 22 | 11 | 1 | -3 | 4 | 20 | -16 | -1 | -3 | 4 | -27
CCn1ncc([N+](=O)[O-])c1C(=O)Nc1c(C)cccc1C | 5 | 11 | -1 | -2 | 1 | -4 | -8 | 1 | -24 | 9 | 14
COc1cccc(-c2ccc(NC(=O)C3CCCN(CCCn4nc(C)cc4C)C3)cc2)c1 (configuration not stated) | -38 | -19 | 4 | 7 | 4 | -14 | -19 | 10 | -18 | -19 | -18
O=C(CCNS(=O)(=O)c1ccc(Br)cc1)NC1CCC(O)CC1 (configuration not stated) | -8 | 19 | 3 | -14 | -2 | 7 | 9 | -1 | -18 | -18 | -16
COc1ccccc1/C=C/C=N/n1c(-c2ccncc2)n[nH]c1=S | 9 | 17 | 1 | 9 | 2 | 14 | -4 | -12 | -9 | -6 | 7
